RSV antiviral HEp-2 – RSV antiviral activity via CPE protection, HEp-2 cells, primary 10 µM value included (AID 2391); HEp-2 cells, RSV-induced CPE inhibition; higher % means a stronger effect; 310,000 tested, 0.13% active; CPE inhibition, % at 10 µM, or IC50 in µM where a hit was titrated; in the data active = a potency from the dose series; note: strong numbers were not always called active
Large T inhibition – SV40 large T antigen inhibitors, biochemical (AID 1903). one-dose inhibition, % at 20 µM; IC50 in µM for titrated hits. SV40 large T antigen ATPase/helicase inhibition assay; higher % means a stronger effect. 310,000 tested, 0.39% active; in the data active = a potency from the dose series; note: strong numbers were not always called active
UTI89 phage lysis – inhibition of K1F phage lysis, E. coli UTI89, bacterial capsule biogenesis inhibitors, alamar blue (AID 488966). E. coli UTI89 K1F phage lysis, alamar blue, 2 h; higher % means a stronger effect. one-dose inhibition, % at 100 µM; IC50 in µM for titrated hits. 340,000 tested, 0.02% active;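 active = phage lysis inhibition, versus mean bacterial control, above a set limit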;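 note: capsule biogenesis inhibitors block K1F phage lysis so surviving cells raise fluorescence; higher fluorescence means more inhibition of phage lysis; actives were called in the ten point dose series up to 300 µM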
Rac1 GTP hydrolysis – MgcRacGAP GTPase-activating activity inhibitors, confirmation, biochemical, ADP Hunter fluorescence; Rac GTPase-activating protein 1 (Homo sapiens); MgcRacGAP-stimulated Rac1 GTP hydrolysis, ADP Hunter fluorescence; higher % means a stronger effect; GST-tagged Rac1 F28L mutant substrate; one-dose inhibition, % at 30 µM; IC50 in µM for titrated hits; 340,000 tested, 0.6% active;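 active = first-screen hits whose inhibition reached a set limit at any dose in the follow-up dose series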;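 note: fluorescence reports GDP produced by GAP-driven GTP hydrolysis; strong numbers were not always called active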
Dengue-2 NS5 capping – Dengue-2 NS5 methyltransferase inhibitors, primary screen, biochemical, confirmation dose response (AID 588689). Genome polyprotein (Dengue virus type 2 (strain 16681-PDK53)). Dengue-2 NS5 methyltransferase capping enzyme assay, biochemical; higher % means a stronger effect. inhibition, % at 25 µM; hits with a dose series show IC50 in µM. 340,000 tested, 0.3% active; in the data active = a potency from the dose series
PhoP inhibition – inhibitors of PhoP regulon expression, primary screen, Salmonella Typhimurium, GFP reporter (AID 1863); S. Typhimurium PhoP-regulated promoter GFP reporter, 4 h; higher % means a stronger effect; 300,000 tested, 0.16% active; one-dose inhibition, % at 50 µM; IC50 in µM for titrated hits;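 active = inhibition over 29.93%, a cutoff 3 SD above the screen mean, later confirmed by dose response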;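 note: 0% = low Mg2+ inducing control and 100% = high Mg2+ repressing control; strong numbers were not always called active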
GPR35 arrestin U2OS – GPR35 antagonists blocking zaprinast-driven arrestin recruitment, primary screen, imaging, U2OS, beta-arrestin-GFP, zaprinast agonist (AID 2058) | G-protein coupled receptor 35 (Homo sapiens) | U2OS GPR35 beta-arrestin-GFP translocation imaging, zaprinast antagonism; higher % means a stronger effect | inhibition, % at 10 µM; hits with a dose series show IC50 in µM | 290,000 tested, 0.052% active;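 active = inhibition of at least 50% with at least 30 cells and total cytoplasm GFP at most 10,000,000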
HIV peptide binding – inhibitors of HIV fusion peptide binding, primary screen, biochemical, uHTS, fluorescence dequenching (AID 1986). 290,000 tested, 0.3% active. inhibition, % at 20 µM; hits with a dose series show IC50 in µM. cell-free peptide binding, fluorescence dequenching, 30 min; higher % means a stronger effect; in the data active = inhibition mostly above about 52%, no sharp cut-off; inactive = mostly below about 76%; note: some results filed as inactive read as strong as hits
GPR55 antagonists – GPR55 antagonists blocking LPI-driven arrestin recruitment, primary screen, imaging, U2OS, beta-arrestin-GFP, LPI agonist (AID 2013); U2OS GPR55 beta-arrestin-GFP translocation imaging, LPI antagonism; higher % means a stronger effect; 290,000 tested, 0.13% active; one-dose inhibition, % at 10 µM; IC50 in µM for titrated hits;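 active = spots per cell inhibited over 60%, with over 100 cells counted and total cytoplasm intensity under 500,000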;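 note: U2OS cells stably carrying GPR55 and arrestin-GFP stimulated by 5 µM LPI near EC80; imaged beta-arrestin-GFP aggregate spots per cell after agonist stimulation; plate controls were LPI-stimulated DMSO wells for no effect and DMSO wells without LPI for full effect; some results filed as inactive read as strong as hits; confirmed hits need IC50 under 10 µM and bright autofluorescent wells are also inconclusive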
* marks the source's active call; other numbers are inactive results; i = inactive; / = not tested or not shown; [ ] = dose if it differs, or a comment.

SMILES | RSV antiviral HEp-2 | Large T inhibition | UTI89 phage lysis | Rac1 GTP hydrolysis | Dengue-2 NS5 capping | PhoP inhibition | GPR35 arrestin U2OS | HIV peptide binding | GPR55 antagonists
CC1CN(C(=O)COC(=O)c2cc(Cl)ccc2[N+](=O)[O-])CC(C)O1 (configuration not stated) | 0.4% | 3.5% | -0.4% | 3.6% | -5.0% | 2.1% | -3.2% | -0.7% | 70.3%
O=C(CSc1n[nH]c(-c2cccnc2)n1)Nc1ccc(Cl)cc1 | 0.6% | 10.9% | i | 8.3% | -10.8% | 0.2% | -0.2% | 1.0% | -6.5%
CC(Oc1ccc([N+](=O)[O-])cc1Cl)C(=O)Nc1ccc(C(N)=O)cc1 (configuration not stated) | -1.6% | 11.8% | / | / | / | -7.7% | -4.8% | -1.5% | -16.8%
COC(=O)c1sc(NC(=S)NC(=O)c2cccc(Br)c2)nc1C | 5.0% | 10.5% | -1.0% | 9.0% | -9.7% | -6.4% | -15.1% | -0.3% | -3.3%
O=C(COc1ccccc1)N1CCCC1 | 1.0% | 17.4% | 0.5% | 2.3% | -3.8% | 6.2% | 2.1% | -1.7% | -5.8%
COc1ccc(/C=C2\CCc3ccccc3C2=O)cc1OC | -0.7% | 6.6% | 0.1% | 16.8% | 2.4% | 7.1% | 5.4% | 0.4% | -1.8%
CCC1CCCCN1Cc1c(O)ccc2c(=O)c(-c3ccccc3OC)coc12 (configuration not stated) | -0.3% | 15.6% | -1.6% | -1.5% | -1.6% | / | / | / | /
Cc1ccc(S(=O)(=O)N2CCc3ccccc3C2CN2C(=O)c3ccccc3C2=O)cc1 (configuration not stated) | 58.6% | 1.8% | 0.4% | 6.8% | 0.0% | -14.8% | -16.9% | 0.1% | -4.6%
Cc1ccccc1-n1c(N)c(C(=O)Nc2ccc(F)cc2)sc1=S | 2.0% | 18.0% | -0.2% | 1.0% | 3.0% | -6.0% | 2.1% | 5.4% | -2.0%
O=C(c1cn(CC2CCCCC2)nn1)N1CCN(c2ccc(F)cc2)CC1 | 2.6% | 7.0% | 0.1% | -10.7% | -11.6% | -16.7% | 0.5% | -1.3% | 9.4%
O=C(CSc1nc2c([nH]c3ccccc32)c(=O)n1-c1ccccc1F)NCC1CCCO1 (configuration not stated) | 2.4% | 2.7% | -0.3% | 7.1% | -3.9% | 8.8% | 0.1% | -0.3% | 6.2%
O=C(O)CCc1ccc(-c2ccc(F)cc2)n1NC(=O)c1ccco1 | 1.2% | 12.8% | 0.4% | 9.2% | / | -5.2% | -2.3% | 6.3% | -2.6%
CC1CCN(C(=O)C(C)c2ccc([N+](=O)[O-])cc2)CC1 (configuration not stated) | 3.6% | 5.6% | 0.1% | 5.6% | -7.3% | -3.2% | 5.1% | 0.4% | 7.7%
O=C(Nc1cc(Cl)ccc1O)C1CCCO1 (configuration not stated) | 0.6% | 4.6% | 0.1% | 12.3% | -4.5% | 4.8% | -9.6% | 0.4% | 4.3%
COC(=O)c1cc(-c2ccc3c(c2)OCO3)nc2ccccc12 | 2.1% | 7.7% | 1.1% | 12.4% | 15.1% | 3.2% | 11.5% | -0.1% | -6.0%
CCOc1ccc(-c2[nH]ncc2Oc2cccc(OC)c2)c(O)c1 | 2.3% | 5.5% | -0.5% | 13.0% | 0.5% | 9.4% | 3.7% | 3.6% | 2.9%
COCc1cc(C)nc(SCC(=O)Oc2ccccc2)c1C#N | -0.4% | 15.3% | 2.1% | 3.3% | 3.0% | -15.4% | -5.7% | -1.3% | 6.9%
Cc1c(Cc2ccccc2)c(=O)oc2cc(OCC(=O)N3CCC(C(=O)O)CC3)ccc12 | 3.3% | 2.8% | 3.4% | 1.6% | -3.6% | 0.5% | 3.1% | 2.5% | -12.9%
Cc1ccc(NC2=CC(=O)CC(C)(C)C2)cc1F | 0.5% | -2.2% | 1.0%[50 µM] | -33.8% | -11.7% | 7.9% | 8.5% | -1.1% | -9.9%
CN1c2ccccc2C(C)(C)C12CC(c1cccc(S(=O)(=O)N3CCCC3)c1)=NO2 (configuration not stated) | 18.3µM* | 3.6% | 2.6%[50 µM] | 9.9% | -3.2% | -5.5% | -1.1% | -2.1% | 4.6%
C[C@@H]1NC(=O)c2cc([N+](=O)[O-])cc(I)c2OCC[C@@H](C(=O)NC(CC(=O)O)C(N)=O)NC(=O)[C@H](CCC(=O)O)NC1=O (some centres not stated) | 1.8% | 21.7% | / | / | / | -0.1% | -2.4% | 20.7% | 11.2%
O=C(C1CCCO1)N1CCN(S(=O)(=O)c2ccc(F)cc2)CC1 (configuration not stated) | -2.2% | 6.8% | -0.1%[50 µM] | 0.7% | -5.8% | 2.6% | / | / | /
COc1ccc(-n2c(SCC(=O)NCC3CCCO3)nc3n[nH]c(C)c3c2=N)cc1 (configuration not stated) | 3.6% | 9.8% | 0.2% | 12.5% | -0.7% | 1.6% | 7.2% | -1.3% | 7.5%
Cn1ccnc1SCC(=O)c1cccc(Br)c1 | 1.3% | 23.2% | 4.8% | 0.1% | -4.8% | -1.6% | 12.5% | -0.1% | 3.5%
CC(=O)OCC(=O)[C@@]1(O)CC[C@H]2[C@@H]3CCC4=CC(=O)C=C[C@]4(C)[C@@]3(Cl)[C@@H](Cl)C[C@@]21C | -2.3% | 12.1% | 3.2% | 6.0% | 3.0% | -2.1% | -0.7% | 0.7% | 3.8%
Nc1ccc2c(c1)CC(=O)c1ccccc1S2 | 6.4% | 20.1% | 1.7% | 8.2% | -0.7% | -3.5% | 0.7% | 3.3% | -12.4%
CCC(Sc1nc2sc(C(=O)OC)c(C)c2c(=O)n1N)C(=O)NCC1CCCO1 (configuration not stated) | 1.6% | 4.5% | 1.6% | 5.8% | -2.4% | 2.7% | 2.0% | -2.3% | 11.1%
Cn1cc(Cl)c(C(=O)N2CCN(c3ncccn3)CC2)n1 | 0.2% | 3.5% | 4.9% | 4.3% | -12.8% | -17.9% | -15.4% | 3.0% | 10.8%
COc1ccc(-c2nc(N3CCCCCC3)sc2C(=O)c2ccccc2)cc1 | 4.8% | 2.5% | 0.5% | 6.3% | 0.0% | 1.5% | -6.3% | 0.2% | 5.5%
CN(c1ccc(C(=O)Nc2ccc(S(=O)(=O)N3CCCC3)cc2)cc1)S(C)(=O)=O | 0.7% | -5.8% | / | / | / | -2.0% | 33.0% | -1.3% | 0.1%
Cc1nc2cc(NC(=O)Nc3nccs3)ccc2n1C | -0.4% | 5.3% | 0.1% | 4.0% | 0.0% | -3.5% | -10.6% | -0.8% | -10.0%
CCOC(=O)c1ccc(NC(=O)CSc2nnc(NC(=O)c3ccc(S(=O)(=O)N4CCOCC4)cc3)s2)cc1 | -0.4% | 3.8% | 0.4% | 0.7% | -1.9% | -8.0% | / | 1.9% | 4.8%
Cc1nc2sccn2c(=O)c1S(=O)(=O)Nc1cccc(Cl)c1C | 2.0% | 16.2% | -0.1% | 14.9% | 2.1% | / | -11.1% | -1.0% | -8.8%
COc1ccc(C(NC(=O)C2C3C=CC(C3)C2C(=O)O)c2ccccc2)cc1 (configuration not stated) | -1.1% | -0.1% | -0.3% | -9.7% | -2.2% | -5.2% | 6.6% | 0.7% | -9.4%
Cc1cc(C)n(-c2ccc(C(=O)OCc3nnc(-c4ccccc4)o3)cc2)n1 | 0.7% | 12.3% | 1.1% | 9.6% | 3.4% | 3.2% | -15.9% | -0.7% | 0.6%
Cc1cc(NC(=O)c2c(Cl)c(C)nn2C)no1 | 0.9% | 27.6% | -0.7% | 3.2% | -5.5% | -2.7% | 10.4% | 2.0% | 3.0%
O=C(Nc1cccc2[nH]ncc12)NS(=O)(=O)c1ccccc1 | 0.6% | 29.7% | -0.3% | / | 22.2% | -1.7% | -8.8% | 4.8% | -2.9%
CCn1c(CCc2ccccc2)nc2ccccc21 | 0.3% | 13.1% | 0.7% | 8.8% | 2.9% | 5.2% | -3.2% | 0.3% | 2.9%
O=C1c2ccccc2C(O)(Cc2ccccc2)N1c1ccc2c(c1)OCO2 (configuration not stated) | 0.0% | 7.2% | -0.2% | 15.9% | 6.9% | -0.5% | -8.7% | -1.8% | 6.9%
CCNC(=O)COC(=O)CCC(=O)c1cccs1 | -0.4% | -1.1% | 4.1%[50 µM] | 5.4% | -1.9% | 33.9% | 3.2% | 0.5% | -32.6%
Nc1nc2ccc([N+](=O)[O-])c(N)c2s1 | 8.1% | 2.2% | 0.0% | 4.9% | 10.9% | 7.3% | -3.8% | -2.0% | -9.8%
COc1ccc(C2=NN(c3nc4ccccc4s3)C(=O)C2)cc1 | 6.2% | 9.9% | -0.3% | -6.2% | 19.0% | -10.8% | -10.6% | 32.8% | 8.7%
CCOC(=O)N1CCN(CC(=O)Nc2cc3c(cc2C(C)=O)OCO3)CC1 | -1.5% | 0.6% | 4.2% | 5.5% | -5.8% | -8.9% | -1.9% | -0.8% | -1.1%
CCOC(=O)c1[nH]c2ccccc2c1CCCN1C(=O)c2ccccc2C1=O | 2.9% | 11.6% | 0.1% | 4.9% | -2.5% | 4.1% | 4.7% | 0.1% | -3.6%
CC1CCCC(C)N1C(=O)COC(=O)Cc1ccc(F)cc1 (configuration not stated) | 0.5% | 2.9% | 0.3% | 2.8% | -1.0% | 5.5% | 15.1% | -0.1% | 1.7%
CCOC(=O)[C@H]1[C@H]2COc3ccc(C)cc3[C@@H]2N2C(=O)CN(Cc3ccccc3)C(=O)[C@@]12C | 0.5% | / | -0.1% | 10.0% | 1.0% | / | / | / | /
Cc1cccc(NS(=O)(=O)c2nnc(NC(=O)c3cccc(C)c3)s2)c1 | 4.2% | / | -1.3% | 10.4% | 7.0% | / | 6.0% | 25.2% | -1.7%
COc1ccc(-c2nnc(SCC(=O)N3CCCCC3)o2)cc1 | 0.3% | 5.0% | 0.1% | -0.1% | -10.6% | 8.0% | -1.4% | 0.6% | -2.0%
COC(OC)c1ccnc(SCc2ccccc2Cl)n1 | 1.3% | 7.3% | -1.9% | -12.6% | 0.0% | -9.8% | 50.8% | 1.8% | -6.5%
COc1ccc(NC(=O)CNS(=O)(=O)c2cccc3nonc23)c(OC)c1 | 1.7% | 5.8% | 5.3% | 0.1% | -0.7% | 15.2% | -13.8% | -2.2% | 15.8%
CN(C)/C=C/c1[nH]c(=O)[nH]c(=O)c1[N+](=O)[O-] | 1.7% | 36.4% | -0.1% | 4.9% | -3.0% | -12.4% | 5.9% | -0.3% | 4.5%
CC(=O)c1cc2c(cc1NS(=O)(=O)c1ccccc1Br)OCO2 | 1.6% | 6.6% | 0.0% | 2.1% | 0.0% | 7.3% | 20.0% | -1.9% | -5.7%
CC(C)C(=O)Nc1ccc(NC(=S)NC(=O)c2ccc([N+](=O)[O-])cc2)cc1 | 2.2% | 6.8% | -2.2% | 7.2% | 2.5% | 17.5% | -11.9% | -0.7% | -0.1%
Cc1ccc(Cl)cc1NC(=O)c1cc(NC(=O)CCCC(=O)O)ccc1N1CCCCC1 | 4.8% | 26.0% | 0.0% | 10.2% | 7.5% | 0.8% | -6.6% | 15.6% | 7.7%

Compound activity from PubChem.
